Assay outcomes (PubChem BioAssay)
TcdB inh – TcdB glycohydrolase inhibition; TcdB glycohydrolase enzymatic assay, plate reader; P18177; 350,000 compounds, 0.24% hits; AID 652162; inhibition, % at 9.99 µM; in the data active = inhibition above about 10%
An asterisk follows results filed as active. Not all compounds are listed (hit frequency here may not be typical).

SMILES	TcdB inh
CCCN1C[C@H](C)[C@@H](OC)CN(C)C(=O)c2cc(NC(=O)CC(F)(F)F)ccc2OC[C@@H]1C	-0.5
CN1CCN(C(=O)C[C@@H]2CC[C@H]3[C@@H](COC[C@@H](O)CN3C(=O)Nc3ccc(Cl)cc3)O2)CC1	-2.3
CO[C@H]1CN(C)C(=O)c2cc(NS(=O)(=O)c3cn(C)cn3)ccc2OC[C@@H](C)N(CCC(F)(F)F)C[C@H]1C	-0.5
COc1cccc(-c2ccc3n(c2=O)C[C@@H]2[C@@H](CO)[C@H](C(=O)N(C)C)[C@H]3N2C(=O)c2ccccn2)c1	1.4
O=C(C[C@H]1C[C@@H]2c3cc(NC(=O)c4ccc5c(c4)OCO5)ccc3O[C@@H]2[C@H](CO)O1)NCc1ccc(Oc2ccccc2)cc1	-4.8
COc1ccc(S(=O)(=O)N(C)C[C@@H]2Oc3c(NC(=O)c4cc(C)nn4C)cccc3C(=O)N([C@H](C)CO)C[C@H]2C)cc1	-2.5
C[C@H]1CN([C@@H](C)CO)S(=O)(=O)c2ccc(C#Cc3cccc(F)c3)cc2O[C@H]1CN(C)S(=O)(=O)c1ccccc1F	0.3
C[C@H]1CN([C@@H](C)CO)C(=O)c2cc(NS(=O)(=O)c3cccs3)ccc2O[C@H]1CN(C)Cc1ccccc1	-1.1
C[C@H]1CN([C@@H](C)CO)C(=O)c2cc(C#CCc3ccccc3)cnc2O[C@@H]1CN(C)Cc1ccccc1	1.2
C[C@H]1CN([C@@H](C)CO)C(=O)Cc2cc(N(C)C)ccc2O[C@@H]1CN(C)Cc1ccncc1	-8.4
O=S(=O)(c1ccccc1)N1CC2(C1)[C@H](c1ccccc1)[C@@H](CO)N2CC1CCOCC1	0.8
Cc1noc(C)c1NC(=O)N(C)C[C@@H]1Oc2ncc(C#Cc3ccc(F)cc3)cc2C(=O)N([C@H](C)CO)C[C@@H]1C	0.5
C[C@H]1CN([C@@H](C)CO)S(=O)(=O)c2ccc(-c3cccc(C#N)c3)cc2O[C@@H]1CN(C)C(=O)Nc1ccccc1F	0.6
C/C=C/c1cnc2c(c1)C(=O)N([C@@H](C)CO)C[C@@H](C)[C@@H](CN(C)C(=O)c1cccnc1)O2	-9.2
C[C@H](CO)N1C[C@H](C)[C@@H](CN(C)S(=O)(=O)c2ccc(F)cc2)Oc2ccc(N(C)C)cc2C1=O	-2.6
O=C1c2ccccc2C(=O)N1CC1CCN(Cc2ccc(OCCO)cc2)CC1	-2.5
O=C(C[C@H]1C[C@@H]2c3cc(NC(=O)NC4CCCC4)ccc3O[C@@H]2[C@@H](CO)O1)NCc1ccccn1	-1.1
C[C@@H]1CN([C@@H](C)CO)C(=O)Cc2cc(NC(=O)Nc3cccc4ccccc34)ccc2O[C@@H]1CN(C)C(=O)Nc1ccc2c(c1)OCO2	-3.9
COCCNC(=O)C[C@@H]1CC[C@H]2[C@@H](COC[C@@H](O)CN2S(=O)(=O)c2ccccc2F)O1	1.0
O=C(CN1CCOCC1)N[C@@H]1CC[C@H](CCn2cc(C3CC3)nn2)O[C@@H]1CO	-1.1
CC(C)NC(=O)N1[C@@H]2CNc3ccccc3[C@@H]2[C@@H]1CO	0.2
C[C@H]1CN([C@@H](C)CO)S(=O)(=O)c2ccc(-c3cccnc3)cc2O[C@@H]1CN(C)C(=O)CC1CC1	0.6
Cc1ccc(S(=O)(=O)N[C@H]2CC[C@@H](CC(=O)O)O[C@@H]2CO)cc1	-2.9
CCCC(=O)N1CCC2(CC1)CN(C(=O)c1ccc(F)cc1)[C@@H](CO)c1[nH]c3cc(OC)ccc3c12	-0.2
C/C=C/c1ccc([C@H]2[C@@H](CO)N3C(=O)CN(C(=O)c4cnccn4)C[C@@H]23)cc1	0.5
COc1ccc(-c2ccc(C3[C@H]4CNC[C@@H]3N4C(=O)Nc3cccc(OC)c3)cc2)cc1 (some centres undefined)	-1.1
COc1cccc(CNC(=O)C[C@H]2CC[C@@H](NC(=O)C3CCC3)[C@@H](CO)O2)c1	-0.7
O=C(c1ccc2c(c1)OCO2)N1C[C@H]2[C@@H](c3ccccc31)[C@H](CO)N2Cc1cccnc1	-0.4
COc1cccc(C(=O)Nc2ccc3c(c2)C(=O)N(C)C[C@@H](OC)[C@H](C)CN(C)[C@@H](C)CO3)c1	1.6
C[C@H](CO)N1C[C@H](C)[C@@H](CN(C)Cc2ccc(Oc3ccccc3)cc2)Oc2c(NC(=O)Nc3ccccc3)cccc2C1=O	-0.4

Structural class: the entries above containing two or more sulfur atoms (two)
SMILES	TcdB inh
C[C@H]1CN([C@@H](C)CO)S(=O)(=O)c2ccc(C#Cc3cccc(F)c3)cc2O[C@H]1CN(C)S(=O)(=O)c1ccccc1F	0.3
C[C@H]1CN([C@@H](C)CO)C(=O)c2cc(NS(=O)(=O)c3cccs3)ccc2O[C@H]1CN(C)Cc1ccccc1	-1.1

New compounds follow
SMILES	TcdB inh
C[C@H]1CN([C@@H](C)CO)C(=O)c2cccc(NS(=O)(=O)c3ccc(Cl)cc3)c2O[C@H]1CN(C)C(=O)Nc1ccc2c(c1)OCO2	-2.0
CC(=O)N1CC2(C1)[C@H](c1ccccc1)[C@H](CO)N2Cc1ccccc1	-1.2
C[C@H](CO)N1C[C@H](C)[C@H](CN(C)S(=O)(=O)c2ccsc2)OCc2ccccc2-c2c(n(C)c3ccccc23)C1=O	-2.3
CCC(=O)Nc1ccc2c(c1)OC[C@H](C)N(C(=O)c1cnccn1)C[C@@H](C)[C@@H](OC)CN(C)C2=O	0.1
C[C@@H]1CCCCO[C@H](CN(C)C(=O)CCCN(C)C)[C@H](C)CN([C@@H](C)CO)C(=O)c2cc(N(C)C)ccc2O1	-11
C[C@@H]1CN([C@@H](C)CO)C(=O)CCCn2cc(nn2)CO[C@@H]1CN(C)C(=O)Nc1ccc(F)cc1	-0.3
Cc1ccccc1S(=O)(=O)NCC[C@H]1CC[C@H](NC(=O)Nc2cccc(F)c2)[C@@H](CO)O1	-0.9
COCCNC(=O)[C@H]1[C@H](CO)[C@H]2Cn3c(ccc(-c4cccc(F)c4)c3=O)[C@@H]1N2C(=O)NC(C)C	0.4
C[C@@H]1CN([C@@H](C)CO)C(=O)c2cc(C#CC3CCCC3)cnc2O[C@@H]1CN(C)S(C)(=O)=O	0.9
O=S(=O)(N[C@H]1CC[C@@H](CCn2cc(Cc3ccccc3)nn2)O[C@H]1CO)c1ccccc1F	1.0
COc1ccccc1S(=O)(=O)N[C@@H]1CC[C@H](CCn2cc(C3CC3)nn2)O[C@@H]1CO	-1.4
O=C(C[C@@H]1C[C@@H]2c3cc(NC(=O)c4cccnc4)ccc3O[C@@H]2[C@H](CO)O1)NCc1cccnc1	0.3
C[C@@H]1CCCCO[C@H](CN(C)Cc2ccccc2)[C@@H](C)CN([C@@H](C)CO)C(=O)c2cc(NS(C)(=O)=O)ccc2O1	-0.1
O=C(C[C@@H]1CC[C@H]2[C@@H](COC[C@@H](O)CN2CCC(F)(F)F)O1)NCC1CC1	-1.4
C[C@@H]1CN([C@@H](C)CO)C(=O)c2cc(NC(=O)Nc3ccc(F)cc3)ccc2O[C@@H](C)CCCCO[C@H]1CN(C)Cc1ccc2c(c1)OCO2	0.0
CN1CCN(C(=O)C[C@@H]2CC[C@H](NC(=O)Cc3ccccn3)[C@@H](CO)O2)CC1	-0.1
O=C(C[C@H]1CC[C@H]2[C@@H](COC[C@@H](O)CN2CC2CCOCC2)O1)NCC1CCCCC1	0.0
Cc1noc(C)c1S(=O)(=O)Nc1ccc2c(c1)CC(=O)N([C@@H](C)CO)C[C@H](C)[C@H](CN(C)Cc1ccc(Cl)c(Cl)c1)O2	-1.8
O=C(C[C@H]1CC[C@@H]2[C@H](COC[C@@H](O)CN2Cc2cc(F)cc(F)c2)O1)NCc1cccc(F)c1	-0.6
C[C@@H]1CN([C@H](C)CO)C(=O)c2cc(C#Cc3ccccc3F)cnc2O[C@H]1CN(C)C	0.8
COc1ccc2c3c(n(C)c2c1)[C@@H](CO)N(Cc1nccs1)CC31CCN(C)CC1	-1.4
C[C@@H]1CN([C@@H](C)CO)S(=O)(=O)c2ccc(C#CCN(C)C)cc2O[C@H]1CN(C)C(=O)CC1CC1	0.7
CO[C@@H]1CN(C)C(=O)c2ccc(NC(=O)C3CC3)cc2OC[C@H](C)N(C(=O)CN(C)C)C[C@H]1C	-0.6
COc1ccc(NC(=O)N(C)C[C@@H]2OCCCC[C@@H](C)Oc3ccc(NS(=O)(=O)c4ccc(F)cc4)cc3C(=O)N([C@H](C)CO)C[C@@H]2C)cc1	0.6
C[C@@H]1CN([C@@H](C)CO)C(=O)c2cc(NC(=O)Nc3ccc(F)cc3)ccc2O[C@@H](C)CCCCO[C@H]1CN(C)S(=O)(=O)c1ccccc1	-1.4
O=C(C[C@H]1C[C@H]2c3cc(NC(=O)C4CCC4)ccc3O[C@H]2[C@H](CO)O1)NCc1ccccc1	0.4
C[C@H](NC(=O)[C@@H]1[C@@H](CO)[C@@H]2Cn3c(cccc3=O)[C@@H]2N1C(=O)C1CC1)c1ccccc1	-1.1
COc1cccc(NC(=O)N(C)C[C@H]2Oc3ncc(C#Cc4ccc(F)cc4)cc3C(=O)N([C@H](C)CO)C[C@H]2C)c1	0.5
CCCNC(=O)N1CC2(CCN(CC3CCCC3)CC2)c2c([nH]c3cc(OC)ccc23)[C@@H]1CO	0.0
C[C@H](NC(=O)C[C@H]1C=C[C@@H](NC(=O)CN2CCOCC2)[C@@H](CO)O1)c1ccccc1	-0.4

Look-ups from the list.
C[C@@H]1CN([C@@H](C)CO)C(=O)c2cc(C#CC3CCCC3)cnc2O[C@@H]1CN(C)S(C)(=O)=O – TcdB inh: 0.9
C[C@@H]1CCCCO[C@H](CN(C)C(=O)CCCN(C)C)[C@H](C)CN([C@@H](C)CO)C(=O)c2cc(N(C)C)ccc2O1 – TcdB inh: -11
O=C(C[C@H]1CC[C@@H]2[C@H](COC[C@@H](O)CN2Cc2cc(F)cc(F)c2)O1)NCc1cccc(F)c1 – TcdB inh: -0.6

(listing goes on)
SMILES	TcdB inh
COC(=O)CCCCCCC(=O)Nc1ccc(C=O)cc1	-10
O=C(Nc1cccc(Cl)c1)N1C[C@@H]2[C@H](c3ccccc31)[C@@H](CO)N2C(=O)C1CCCC1	-0.4
C[C@H](CO)N1C[C@H](C)[C@H](CN(C)S(C)(=O)=O)OCCCC[C@H](C)Oc2ccc(NC(=O)Nc3ccc(C(F)(F)F)cc3)cc2C1=O	-1.5
C[C@H]1CN([C@@H](C)CO)S(=O)(=O)c2ccc(-c3cccc(C(=O)N(C)C)c3)cc2O[C@@H]1CN(C)Cc1ccc2c(c1)OCO2	0.2
CCC(=O)N1C[C@@H](C)[C@@H](OC)CN(C)C(=O)c2ccc(NC(=O)c3ccc(F)cc3)cc2OC[C@H]1C	0.7
O=C(C[C@H]1CC[C@@H]2[C@H](COC[C@H](O)CN2C(=O)c2ccccc2)O1)N1CCc2ccccc2C1	-1.1
COCC(=O)N1CC2(CCN(Cc3ccccc3)CC2)c2c([nH]c3cc(OC)ccc23)[C@H]1CO	1.1
Cc1noc(C)c1S(=O)(=O)Nc1ccc2c(c1)C(=O)N([C@H](C)CO)C[C@@H](C)[C@H](CN(C)C(=O)NC(C)C)O2	-1.2
COc1ccc(NC(=O)Nc2ccc3c(c2)CC(=O)N([C@@H](C)CO)C[C@@H](C)[C@@H](CN(C)C(=O)Nc2ccc(F)cc2)O3)cc1	-9.7
O=C(NC[C@@H]1N[C@@H](CO)[C@@H]1c1ccc(-c2ccccc2F)cc1)c1ccccn1	0.0
C[C@@H]1CCCCO[C@H](CN(C)C(=O)c2ccncc2)[C@@H](C)CN([C@H](C)CO)C(=O)c2cc(NC(=O)CCCN(C)C)ccc2O1	-0.2
COc1cccc(C#Cc2ccc([C@@H]3[C@H](CO)N4C(=O)CN(C(C)=O)C[C@@H]34)cc2)c1	1.6
C[C@H]1CN([C@@H](C)CO)C(=O)Cc2cc(NC(=O)Nc3ccc(F)cc3)ccc2O[C@@H]1CN(C)S(=O)(=O)c1ccc(F)cc1	1.8
C[C@H](NC(=O)C[C@H]1CC[C@H](NC(=O)CN2CCOCC2)[C@@H](CO)O1)c1ccccc1	0.6
CO[C@H](CN(C)Cc1cc(F)ccc1F)[C@@H](C)CN([C@@H](C)CO)S(=O)(=O)c1ccc(F)cc1	-2.0
C[C@@H]1CN([C@@H](C)CO)C(=O)c2cc(NC(=O)CCC(F)(F)F)ccc2O[C@@H](C)CCCCO[C@@H]1CN(C)C(=O)Nc1ccccc1	-2.0
CC(C)NC(=O)N(C)C[C@@H]1Oc2ncc(C#CC3(O)CCCC3)cc2C(=O)N([C@H](C)CO)C[C@H]1C	-0.3
CCCNC(=O)N1C[C@H](O)COC[C@H]2O[C@@H](CC(=O)N3CCC(Cc4ccccc4)CC3)CC[C@@H]21	-0.2
C[C@H]1CN([C@@H](C)CO)C(=O)c2c(c3ccccc3n2C)-c2ccccc2CO[C@H]1CN(C)Cc1cccnc1	-2.0
CC=Cc1ccc2n(c1=O)C[C@H]1[C@H](CO)[C@@H](C(=O)NC3Cc4ccccc4C3)[C@@H]2N1C(C)=O (mixture of isomers)	-1.7
CO[C@@H]1CN(C)C(=O)c2cc(NS(=O)(=O)c3cn(C)cn3)ccc2OC[C@@H](C)N(CCC(F)(F)F)C[C@@H]1C	0.7
COc1ccc(S(=O)(=O)N2C[C@@H](O)COC[C@H]3O[C@@H](CC(=O)N[C@H]4CCN(Cc5ccccc5)C4)CC[C@@H]32)cc1	-0.3

A draw from above in order of molecular weight, smallest number first.
SMILES	TcdB inh
O=C(Nc1cccc(Cl)c1)N1C[C@@H]2[C@H](c3ccccc31)[C@@H](CO)N2C(=O)C1CCCC1	-0.4
CC=Cc1ccc2n(c1=O)C[C@H]1[C@H](CO)[C@@H](C(=O)NC3Cc4ccccc4C3)[C@@H]2N1C(C)=O (mixture of isomers)	-1.7
Cc1noc(C)c1S(=O)(=O)Nc1ccc2c(c1)C(=O)N([C@H](C)CO)C[C@@H](C)[C@H](CN(C)C(=O)NC(C)C)O2	-1.2
